GLS inhibitor: blocks human kidney-isoform glutaminase activity; O94925; GLS enzymatic activity, qHTS titration; Potency, µM (titrated, usually from 45.5 µM), for inactives: at the highest dose activity change, negative = inhibition, usual class: inhibitors; hit rate 0.21% among 410,000; AID 624170; note: potency is the fitted concentration of half-maximal effect; % is set by controls: 0 for no effect and ±100 for the full control effect
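Two-point fluorescence kinetic (t0, 30 min RT) for hKGA; glutamate detected via glutamate oxidase–HRP–Amplex Red. Substrate: 1 mM L-glutamine solution; buffer 45 mM KH2PO4, pH 8.2.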
HP1b binding inh: blocks HP1-beta chromodomain binding to methylated histone tails; P83916; AlphaScreen HP1-beta / biotin-H3K9me3 peptide binding; Potency, µM (titrated, usually from 114 µM), without a hit: at the highest dose activity change, negative = inhibition, hits mostly inhibitors; hit rate 0.56% among 390,000; AID 540317; note: potency is the fitted concentration of half-maximal effect; nearly all actives have a fitted effect of over 70% in size; inactives centre near 23
Target sequence (P83916 whole entry, looked up): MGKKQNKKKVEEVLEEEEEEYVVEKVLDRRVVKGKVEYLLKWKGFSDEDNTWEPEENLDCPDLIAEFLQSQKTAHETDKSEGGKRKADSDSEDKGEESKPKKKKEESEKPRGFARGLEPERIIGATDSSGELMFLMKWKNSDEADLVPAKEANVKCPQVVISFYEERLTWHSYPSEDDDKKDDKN
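Compound inhibition of the preformed complex between 50 nM HP1-beta and 50 nM biotinylated H3K9me3 peptide was read by AlphaScreen. Buffer was PBS pH 7.4 with 0.01% Tween-20. Incubations ran 30 min at room temperature, with 10 ug/mL donor/acceptor beads.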
TrxR1 substrate: substrates of rat thioredoxin reductase 1. O89049. AID 588456. purified TrxR1 substrate turnover, NADPH consumption readout. Potency, µM (top dose mostly 114 µM), for inactives: at the highest dose activity change, negative = substrate turnover. hit rate 0.01% among 390,000; note: potency is the fitted concentration of half-maximal effect; % is set by controls: 0 for no effect and ±100 for the full control effect; nearly all actives have a fitted effect of over 50% in size
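Rat TrxR1, dispensed at 90 nM, was prereduced with 400 uM NADPH (final) for 5 min at ~22 deg C, then incubated with compound 15 min before 400 uM selenite. A first-read NADPH fluorescence drop versus no-compound background flagged substrates.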
PGK inhibitor: T. brucei PGK inhibition; AID 602233; hit rate 0.043% among 380,000; Potency, µM (series often up to 57.5 µM), for the others: at the highest dose activity change, negative = inhibition, usual class: inhibitors; PGK/GAPDH coupled, Kinase-Glo luminescence, 60 min; P07378; note: potency is the fitted concentration of half-maximal effect; % is set by controls: 0 for no effect and ±100 for the full control effect; nearly all actives have a fitted effect of over 60% in size
Target sequence (P07378 whole entry, looked up): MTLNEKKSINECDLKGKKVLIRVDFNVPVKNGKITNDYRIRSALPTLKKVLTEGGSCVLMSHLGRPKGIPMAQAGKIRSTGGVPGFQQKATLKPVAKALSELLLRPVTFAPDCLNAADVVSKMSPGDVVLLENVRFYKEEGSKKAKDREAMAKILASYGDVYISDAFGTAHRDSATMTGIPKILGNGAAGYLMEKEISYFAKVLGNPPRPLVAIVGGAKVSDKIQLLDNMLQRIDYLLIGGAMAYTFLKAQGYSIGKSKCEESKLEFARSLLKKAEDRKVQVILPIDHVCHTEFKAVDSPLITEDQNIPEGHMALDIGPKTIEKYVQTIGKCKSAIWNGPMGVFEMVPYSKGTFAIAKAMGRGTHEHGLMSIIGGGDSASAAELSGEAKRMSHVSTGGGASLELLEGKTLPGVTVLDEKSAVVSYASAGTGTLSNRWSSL
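Recombinant glycosomal PGK reaction used 1,3-bisphosphoglycerate generated in-well by GAPDH (100nM final) in 100mM TEA pH 7.6, 5mM MgCl2, 0.01% Tween-20. After 60 minutes at room temperature, ATP was read by Kinase-Glo Plus luminescence end-point.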
PI4K2A block: PI4K2A (human) kinase inhibition | activity change, negative = inhibition, % at 76.9 µM | hit rate 0.13% among 420,000 | purified PI4K2A, ADP-Glo luminescence, 1 h; active compounds read low | AID 1346378 | Q9BTU6; in the data active = activity change below about -50%; inconclusive = mostly about -30% to -49%;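 note: -100% = wells without enzyme as full effect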
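ADP-Glo luminescence measured ADP generated by PI4K2A enzyme (4 ug/mL before mixing) with 1.2 mM PI substrate (pre-mix) and 300 microM ATP (pre-mix). Tris pH7.5 buffer with MgCl2, Triton X-100; 1 h reaction at ambient temperature.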
Pin1 inh: blocks the human prolyl isomerase Pin1. Potency, µM (doses to about 115 µM), inactives show at the top dose activity, negative = inhibition, most hits filed as inhibitors. Q13526. AID 504891. Pin1 FP peptide displacement, HiFluor488, 10 min. hit rate 0.009% among 390,000; active = well fitted inhibition curve with a large enough effect in the polarisation, with a control signal flat, not every such curve was filed as active; inconclusive = small, poorly fitted or top-dose-only effect, or effect the other way, or a change in a side signal; inactive = no such curve, though single readings can be large or run the other way; the % refers to the polarisation; note: potency is the fitted concentration of half-maximal effect; % is set by controls: 0 for no effect and ±100 for the full control effect
Target sequence (Q13526 whole entry, looked up): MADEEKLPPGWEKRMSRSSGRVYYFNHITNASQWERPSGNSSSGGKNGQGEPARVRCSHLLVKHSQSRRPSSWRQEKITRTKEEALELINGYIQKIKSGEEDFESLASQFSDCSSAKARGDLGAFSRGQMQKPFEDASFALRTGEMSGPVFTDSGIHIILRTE
USP1-UAF1 inh: inhibitors of human USP1/UAF1 deubiquitinase. recombinant USP1/UAF1, Ub-Rhodamine cleavage fluorescence. AID 743255. O94782. Potency, µM (series often up to 57.1 µM), inactives show at the highest dose activity change, negative = inhibition, most hits filed as inhibitors. hit rate 0.23% among 390,000; note: potency is the fitted concentration of half-maximal effect; % is set by controls: 0 for no effect and ±100 for the full control effect; nearly all actives have a fitted effect of over 60% in size; inactives centre near -12
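USP1/UAF1 complex at 1 nM was preincubated with compound for 15 min at room temperature, then Ub-Rho substrate (150nM final) was added. Fluorescence (480/540 nm) was read kinetically, 6 reads every 60 seconds.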
IDH1 R132H inh: blocks human mutant IDH1 R132H enzyme | hit rate 0.093% among 390,000 | O75874 | Potency, µM (titrated, usually from 76.6 µM), without a hit: top-dose activity change, negative = inhibition, actives largely listed as inhibitors | IDH1-R132H enzyme, NADPH consumption, diaphorase/resazurin fluorescence; note: potency is the fitted concentration of half-maximal effect; % is set by controls: 0 for no effect and ±100 for the full control effect; nearly all actives have a fitted effect of over 65% in size
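IDH1-R132H (0.5 ug/mL) preincubated 30 min with compound, then NADPH (0.016 mM) and alpha-KG (2 mM) added; 80 min at RT, pH 7.5. Remaining NADPH coupled via diaphorase/resazurin to fluorescence (540/590 nm); concentration-response curves normalized to no-enzyme control.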
rTrxR1 inhibitor: rat TrxR1 inhibition. hit rate 1% among 390,000. AID 588453. recombinant rTrxR1, NADPH fluorescence consumption, selenite substrate. Potency, µM (highest dose often 114 µM), for inactives: at the top dose activity change, negative = inhibition, usual class: inhibitors. O89049; note: potency is the fitted concentration of half-maximal effect; % is set by controls: 0 for no effect and ±100 for the full control effect; nearly all actives have a fitted effect of over 65% in size
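Rat TrxR1 (90 nM in the dispensed reagent) was pre-reduced with 400 uM NADPH for 5 min at room temperature, then incubated with compound for 15 min. After 400 uM selenite was added, NADPH fluorescence (Ex 340/Em 450 nm) was followed for 8 min.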
* = called active by the depositor; i = inactive; ? = inconclusive; · = not tested or not shown; [ ] = another dose, or the depositor's remark. Unless noted, calls come from the whole dose curve; as a rule, active = well fitted curve in the direction sought with a large enough effect; inconclusive = small, poorly fitted or top-dose-only effect, or another doubt; inactive = no such curve, though single readings can be large; an effect the other way counts as inactive or inconclusive. The list is partial. The share of hits here may be higher or lower than overall.

canonical_smiles | GLS inhibitor | HP1b binding inh | TrxR1 substrate | PGK inhibitor | PI4K2A block | Pin1 inh | USP1-UAF1 inh | IDH1 R132H inh | rTrxR1 inhibitor
O=C(C[C@H]1C[C@H](C(=O)N2CCOCC2)[C@@]2(CCC3CCCC3)c3[nH]c4ccc(Cl)cc4c3CCN2C1=O)NCCN1CCOCC1 | 2.7% | 24.8% | 0.4% | -9.6% | -1.6 | -8.1% | -26.9% | 12.1% | 2.4%
CCCC(=O)c1cc(F)c(N2CCN(CCC#N)CC2)cc1C | 16.4% | 46.9%[activator] | -8.1% | 13.3% | -3.0 | -5.1% | -8.0% | 18.8% | -11.4%
CN1C(=O)c2oc3ccccc3c(=O)c2C1c1cccnc1 (stereo unspecified) | -16.7% | 22.2% | -1.9% | -0.5% | 2.0 | 5.9% | 0.4% | -12.9% | 5.6%
Fc1ccccc1NC(=S)NCc1ccc(Cl)cc1 | -1.8% | 14.9% | -8.7% | -10.1% | 2.1 | 4.0% | -5.2% | 5.8% | -5.7%[57.1 µM]
COC(=O)c1ccc2c(c1)C(=O)N(C1CCCCC1)C2=O | -1.0% | 6.6% | -12.2% | i | 0.8 | 1.2% | -3.0% | 1.0% | 20.3%[57.1 µM]
Cc1ccc(-n2ncc(Cl)c2C(=O)NC2CC2)cc1 | -5.5% | 60.0%[activator] | -1.9% | 3.9% | -3.8 | ? | -27.9% | -10.7% | 16.1%
CC/C(=N\Nc1ccc([N+](=O)[O-])cc1[N+](=O)[O-])c1ccc(O)cc1 | -0.7% | -8.9% | -4.8% | · | -0.7 | ? | -19.8% | -3.0% | 7.4%
COCC(C)n1c(SCC(=O)N2CC(=O)Nc3ccccc32)nc2ccccc2c1=O (stereo unspecified) | -0.4% | 25.4% | 5.7% | -1.6% | -6.5 | 11.8% | -21.7% | 1.1% | 17.8%
O=C(Nc1ccc2c(c1)OCO2)C1CCN(S(=O)(=O)c2cccs2)CC1 | 3.5% | -16.2% | 2.6% | -7.2% | -4.9 | -0.7% | -13.8% | 6.6% | 12.1%
COc1c2ccoc2c(OC)c2oc(=O)ccc12 | 3.4% | 13.9% | 11.1% | -13.1% | -1.3 | -6.0% | -12.7% | 0.3% | 4.6%
CCN(CC)S(=O)(=O)c1ccc2[nH]c(=O)cc(C(=O)NCC3CCCO3)c2c1 (stereo unspecified) | -2.2% | 12.7% | 4.5%[57.1 µM] | 8.5% | -3.5 | -2.8% | -15.0% | -7.2% | 6.0%[57.1 µM]
COc1cc(C(C)=O)ccc1OCC(O)Cn1nc(C)c(Br)c1C (stereo unspecified) | -6.1% | 16.5% | -1.0% | -1.5% | -0.4 | 2.7% | -13.6% | 6.7% | 16.9%
Cc1ccc(S(=O)(=O)N2CCCCC2)cc1NC(=O)[C@@H]1CCCN1C(=O)c1cccs1 | -7.5% | 50.7%[activator] | -3.7% | -3.2% | 8.2 | 3.7% | -23.7% | -19.2% | -1.0%
COc1cc2c(cc1OC)C1(Nc3c-2c(Cc2ccccc2)nn3-c2ccccc2)C(=O)Nc2ccccc21 (stereo unspecified) | 14.0% | -27.3% | -7.2% | 7.6% | -7.7 | ? | -13.9% | -4.3% | -7.4%
O=S(=O)(c1ccc2ccccc2c1)N1CCN(C(=S)Nc2ccccc2F)CC1 | 6.0% | 48.5%[activator] | -7.0% | -6.0% | -0.8 | 9.0% | -12.3% | -0.8% | -11.6%
BrC(=C\c1ccccc1)/C=N/Nc1nc2ccccc2[nH]1 | 2.4% | 7.5% | -8.8% | i | 0.6 | 6.2% | -18.1% | 7.8% | ?
Cc1ccc(-c2nnc(SCC(=O)NC(C)(C)C)nc2-c2ccc(C)cc2)cc1 | -2.3% | 5.9% | -6.2%[57.1 µM] | 5.3% | -0.3 | ? | -7.1% | -5.4% | 4.6%[57.1 µM]
C[C@H]1NS(=O)(=O)c2ccc(Br)cc2O[C@H]1c1ccccc1 | 2.5% | 50.6%[activator] | -2.0% | -9.5% | -0.5 | -6.5% | ? | 8.5% | 4.6%
Cc1cc(Nc2cccc(C(F)(F)F)c2)nc2ccc(NC(=O)c3cccc(Cl)c3)cc12 | 3.0% | 11.8% | -1.8% | 1.7% | 2.4 | 2.2% | -20.8% | -8.0% | 11.1%
Cc1nc2sc(C#N)c(N)c2c2c1CCCC2 | -0.2% | 32.7% | 39.6%[activator] | -0.6% | -5.1 | -4.7% | -11.4% | 0.2% | 8.2%
CCOC(=O)c1cc(NC(=O)c2cnccn2)cc(C(=O)OCC)c1 | 2.2% | 28.2% | 5.1% | i | 5.1 | 1.6% | -12.9% | 3.4% | 15.1%
CN(C(=O)COc1ccccc1C(=O)NCCc1ccccc1)c1ccccc1 | 8.6% | 18.5% | -5.3% | -8.5% | -25.7 | 5.1% | -4.3% | 0.4% | -10.3%
CCN(CC)S(=O)(=O)c1ccc(N2CCOCC2)c(NC(=O)CC(C)(C)C)c1 | -5.1% | 5.1% | -0.9%[57.1 µM] | -3.1% | 2.5 | -3.0% | -6.9% | -4.0% | 17.6%[57.1 µM]
Clc1ccc(/C=N\Nc2ccccc2)cc1 | -0.2% | 26.7% | 0.6% | i | -3.1 | 3.0% | -12.7% | -1.0% | 10.0%
CCc1noc(N)c1C(=O)Nc1ccc(F)c(Cl)c1 | 13.3% | -2.4% | 17.5% | -0.1% | -4.7 | 8.2% | -8.9% | 10.6% | 41.0%[0.457 µM]
Cc1cc(O)cc2c1C(=O)/C(=C/c1ccco1)O2 | 2.9% | -30.8% | -6.2% | -17.8% | ? | ? | ? | 3.1% | ?
O=C(Nc1ccc(Cl)cn1)c1cccc(F)c1 | 6.2% | 40.0%[activator] | 2.4% | -9.2% | -16.2 | 2.1% | -13.3% | 8.0% | 11.3%
C/C(=N/NC(=O)CNC(=O)c1cccs1)c1ccc(Cl)cc1 | -2.1% | 13.7% | -3.9% | -2.8% | 4.2 | -17.7% | -5.3% | -4.1% | 11.1%
O=c1[nH]ncc(NCCc2ccccc2)c1Cl | 0.8% | -12.9% | 3.9%[57.1 µM] | -1.3% | 1.2 | -1.0% | -9.2% | 16.9% | 9.5%[57.1 µM]
O=C(NCc1ccccn1)C(=O)NCC1OCCN1S(=O)(=O)c1ccc([N+](=O)[O-])cc1 (stereo unspecified) | 11.3% | 30.2% | -15.7% | -1.3% | 4.4 | -0.8% | -10.1% | 5.4% | ?
O=C(CCNC(=O)c1ccccc1Cl)Nc1ccc2c(c1)OCCO2 | -1.8% | · | · | i | 2.1 | · | -18.9% | 6.2% | ·
NC(=O)c1ccccc1N(Cc1ccccc1)S(=O)(=O)c1ccccc1 | -29.1% | -19.6% | -1.8%[57.1 µM] | -24.6% | 1.3 | -5.6% | -20.8% | 2.4% | 2.9%[57.1 µM]
COc1ccc(S(=O)(=O)N2CCC[C@H]2C(=O)NC2=NCCS2)cc1 | -0.3% | 14.5% | 1.0% | i | 1.0 | 2.6% | -16.1% | 7.5% | 11.8%
CC1Oc2ccccc2N(CC(=O)c2ccc(F)cc2)C1=O (stereo unspecified) | 1.8% | 39.0%[activator] | 5.9%[57.1 µM] | 3.2% | 2.0 | -5.6% | 4.5% | -2.3% | 10.3%[57.1 µM]
Cc1ccc(C)c2[nH]c(=O)c(C(c3nnnn3CCc3ccccc3)N3CCOCC3)cc12 (stereo unspecified) | 4.1% | 20.8% | 21.4% | -9.2% | 0.8 | -1.5% | -5.0% | 0.5% | 1.4%[11.4 µM]
COc1ccc(NC(=O)c2ccccc2NC(=O)c2ccccc2C(=O)O)c(OC)c1 | 6.5% | 55.7%[activator] | 0.5% | · | -1.6 | -0.2% | -3.1% | -11.4% | -0.8%
Cc1ccc(S(=O)(=O)N2CCC(C(=O)OCC(=O)N(C)c3ccccc3)CC2)cc1C | 6.9% | 11.9% | -0.5% | 4.7% | 2.2 | 1.0% | -5.2% | 4.4% | 4.5%
Cc1cc(Br)c(NC(=O)COC(=O)C2CCCCC2)c(Br)c1 | -2.4% | 45.4%[activator] | -5.7% | i | -5.7 | 4.3% | -25.3% | 15.1% | -12.9%
CCCP(=O)(CC(=O)N(CC)CC)c1ccccc1 (stereo unspecified) | 1.6% | 45.2%[activator] | -11.3% | -5.4% | 12.4 | -2.4% | -13.5% | 5.4% | -10.8%
CC(C)c1ccc(C(C(C(=O)c2ccccc2)N2CCOCC2)N2CCOCC2)cc1 (stereo unspecified) | 2.0% | -0.3%[57 µM] | -8.4%[2.29 µM] | 0.0% | 21.4 | 3.8% | -4.8% | 0.0% | -13.6%[2.29 µM]
Cc1ccccc1OCc1nnc(SCC(=O)NCc2ccccc2)n1C | -0.2% | 26.3% | -5.5% | i | -4.3 | 3.1% | -10.9% | 3.7% | -4.8%
